Bioassay records (PubChem BioAssay)
ASM inhibitor: Inhibitors of Secretory Acid Sphingomyelinase (S-ASM): qHTS. Sphingomyelin phosphodiesterase (Homo sapiens), P17405. placental ASM, HMU-PC fluorogenic substrate, 60 min. Potency, µM (series often up to 57.5 µM), inactives show at the highest dose activity change, negative = inhibition, most hits filed as inhibitors. 340,000 compounds, 0.006% hits; note: potency is the fitted concentration of half-maximal effect
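Fluorescence read-out (Ex 386 nm, Em 447 nm) after stopping the reaction at pH 10. Enzyme: ASM from human placenta; substrate HMU-PC0, 9 uM final; 60 min, 37 °C. Compound preincubation 10 min, ambient temperature.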
B2AR arrestin: qHTS assay of beta-arrestin-biased ligands of beta2-adrenergic receptor. Beta-2 adrenergic receptor (Homo sapiens), P07550. beta-arrestin recruitment to beta2AR, cell-based reporter. Potency, µM (highest dose often 46.1 µM), without a hit: at the highest dose activation, usual class: activators. 330,000 compounds, 0.02% hits. AID 492947, 2010;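 note: potency is the fitted concentration of half-maximal effect; 0% = DMSO controls and full agonism = EC100 isoproterenol or metaproterenol; nearly all actives have a fitted effect of over 65% in size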
TSG101-PTAP inh: qHTS Assay for Iinhibitors of HIV-1 Budding by Blocking the Interaction of PTAP/TSG101; Potency, µM (titrated, usually from 115 µM), for inactives: top-dose activity change, negative = inhibition, most hits filed as inhibitors; Fluorescence polarization, FITC-PTAP peptide / Tsg101 binding; 340,000 tested, under 10 active; AID 493005, 2010; active = well fitted inhibition curve with a large enough effect in the main read-out, with a control signal flat, not every such curve was filed as active; inconclusive = small, poorly fitted or top-dose-only effect, or effect the other way, or a change in a side signal; inactive = no such curve, though single readings can be large or run the other way; note: potency is the fitted concentration of half-maximal effect; % of control where 0% means no effect
Target sequence (Q99816 whole entry, looked up): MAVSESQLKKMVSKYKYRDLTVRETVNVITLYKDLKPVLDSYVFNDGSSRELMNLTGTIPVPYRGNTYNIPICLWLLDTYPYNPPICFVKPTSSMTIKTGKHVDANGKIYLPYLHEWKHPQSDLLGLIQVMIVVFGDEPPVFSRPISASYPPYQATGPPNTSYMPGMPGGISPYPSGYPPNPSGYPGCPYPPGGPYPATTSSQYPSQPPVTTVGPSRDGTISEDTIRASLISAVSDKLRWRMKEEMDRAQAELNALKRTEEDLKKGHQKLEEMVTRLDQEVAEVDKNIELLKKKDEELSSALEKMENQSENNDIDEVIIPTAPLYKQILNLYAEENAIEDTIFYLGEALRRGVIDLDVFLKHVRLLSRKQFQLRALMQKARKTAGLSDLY
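Fluorescence polarization binding of Tsg101 binding domain (10 uM final) to FITC-labeled PTAP peptide (50 nM final) in HEPES pH 7.5 buffer with NaCl, Tween 20, EDTA, TCEP. Compounds added before peptide; binding 20 min at RT.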
BRCA1 expr act: qHTS Assay to Identify Small Molecule Activators of BRCA1 Expression; Potency, µM (titrated, usually from 46.1 µM), without a hit: at the highest dose activation, usual class: activators; MCF7-BRCA1-FFLuc reporter, luminescence, 48 h; response scale: scaled: vehicle 0%, 10 µM genistein 100%; 380,000 compounds, 1.1% hits; note: potency is the fitted concentration of half-maximal effect; nearly all actives have a fitted effect of over 80% in size; some results filed as inactive show a strong effect at the top dose
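Luminescence from a BRCA1-driven firefly luciferase in MCF7 cells was read after 48 h compound exposure at 37 C. Data normalized against DMSO and a 10microM genistein activation control, then curve-fitted across the titration.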
Eya2 inh: qHTS Assay for Inhibitors of the Phosphatase Activity of Eya2; Protein phosphatase EYA2 (Homo sapiens), O00167; 330,000 compounds, 0.006% hits; recombinant Eya2, OMFP fluorescence dephosphorylation (OMFP is methylfluorescein phosphate); AID 488837, 2010; Potency, µM (top dose mostly 76.9 µM), inactives show at the top dose activity, negative = inhibition, actives largely listed as inhibitors; note: potency is the fitted concentration of half-maximal effect; % is set by controls: 0 for no effect and ±100 for the full control effect
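Eya2 (0.2 uM) preincubated 10 min at ambient with compound, then OMFP substrate added at 50 uM; 10 min reaction in 50 mM HEPES pH 7.5, 50 mM NaCl, 5 uM MgCl2, 0.05% BSA, 1 mM DTT. Fluorescence read at Ex 485/Em 525 nm.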
TRPV1 ag: HTS Assay for Compounds that Act as Agonists of the Vanilloid Receptor 1; Transient receptor potential cation channel subfamily V member 1 (Homo sapiens), Q8NER1; TRPV1-expressing cells, Fluo-8 calcium influx, agonist mode; activation, % at 8.33 µM; 320,000 compounds, 0.19% hits; in the data active = activation above about 80%; inconclusive = between about 30% and that limit; note: 0% is about no effect
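TRPV1-expressing cells were cultured overnight at 35.5C and loaded with Fluo-8 calcium dye for 40 to 90 min at room temperature. After a 10 s baseline, compound was added and calcium influx was read kinetically for 3 min (ex 480/em 520 nm).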
USP2a inh: qHTS Assay for Inhibitors of Ubiquitin-specific Protease USP2a Using CHOP2 as the Reporter; Potency, µM (doses to about 38.3 µM), inactives show at the highest dose activity change, negative = inhibition, hits mostly inhibitors; 330,000 compounds, 0.01% hits; Ubiquitin carboxyl-terminal hydrolase 2 (Homo sapiens), O75604; AID 463254, 2010; USP2 core, Ub-CHOP2 coupled fluorogenic reporter, 485/531;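 note: potency is the fitted concentration of half-maximal effect; plate controls were DMSO wells for no effect and full inhibition by NEM control for full effect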
Target sequence (O75604 whole entry, looked up): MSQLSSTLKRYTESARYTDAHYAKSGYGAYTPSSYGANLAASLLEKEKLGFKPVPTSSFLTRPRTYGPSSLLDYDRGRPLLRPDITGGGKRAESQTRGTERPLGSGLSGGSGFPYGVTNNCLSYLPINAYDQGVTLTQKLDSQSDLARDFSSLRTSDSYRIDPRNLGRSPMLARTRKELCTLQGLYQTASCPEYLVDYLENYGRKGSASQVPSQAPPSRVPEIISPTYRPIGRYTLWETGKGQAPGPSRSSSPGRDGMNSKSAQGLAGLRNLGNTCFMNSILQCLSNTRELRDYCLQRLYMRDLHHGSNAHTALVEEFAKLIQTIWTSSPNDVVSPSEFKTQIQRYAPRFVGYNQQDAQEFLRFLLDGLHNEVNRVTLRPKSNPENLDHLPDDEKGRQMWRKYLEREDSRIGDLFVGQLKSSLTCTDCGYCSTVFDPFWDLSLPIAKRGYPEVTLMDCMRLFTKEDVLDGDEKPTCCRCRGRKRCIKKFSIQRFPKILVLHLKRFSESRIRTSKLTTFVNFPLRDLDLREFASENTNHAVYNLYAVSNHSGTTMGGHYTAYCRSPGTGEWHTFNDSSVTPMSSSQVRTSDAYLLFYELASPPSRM
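Cell-free coupled assay: 10nM USP2 core preincubated 30min RT with compound in Tris-HCl pH 8.0/CaCl2/CHAPS buffer, then 25nM Ub-CHOP2 and 25nM reporter substrate; fluorescence (Ex 485/Em 531) read after 60min RT, normalized to NEM inhibition, concentration-response curves fitted.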
uPA surface inh: qHTS for Inhibitors of Cell Surface uPA Generation | Potency, µM (titrated, usually from 38.3 µM), inactives show at the highest dose activity change, negative = inhibition, actives largely listed as inhibitors | cell surface uPA generation assay, qHTS | 330,000 compounds, 0.31% hits; active = well fitted inhibition curve with a large enough effect; inconclusive = small, poorly fitted or top-dose-only effect; inactive = no such curve, though single readings can be large or run the other way; tested in mouse RAW 264.7 cells; note: potency is the fitted concentration of half-maximal effect; % is set by controls: 0 for no effect and ±100 for the full control effect; nearly all actives have a fitted effect of over 55% in size
ELG1 genotoxic: qHTS screen for small molecules that induce genotoxicity in human embryonic kidney (HEK293T) cells expressing luciferase-tagged ELG1. HEK293T ELG1-luciferase reporter, luminescence, 16 h. Potency, µM (doses to about 46 µM), for the others: top-dose activity change, positive = activation, most hits filed as activators. 330,000 compounds, 1.3% hits. AID 504466, 2011; note: potency is the fitted concentration of half-maximal effect; % of control where 0% means no effect; nearly all actives have a fitted effect of over 60% in size
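Cells (2,000/well) expressing the ELG1-luciferase fusion are dosed by pin tool and kept 16 hr at 37 °C, 5% CO2. Signal comes from ONE-Glo luciferase reagent after 30 min at room temperature.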
Integrin act MD: qHTS for Activators of Integrin-Mediated Alleviation for Muscular Dystrophy | 350,000 compounds, 0.064% hits | alpha7betagal myoblasts, beta-gal FDG fluorescence, 48 h | Potency, µM (doses to about 38.3 µM), without a hit: at the top dose activation, hits mostly activators;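 note: potency is the fitted concentration of half-maximal effect; 100% = response of the positive control SU9516; nearly all actives have a fitted effect of over 60% in size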
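Alpha7betagal+/- myoblasts (passage 13) were plated 16-24 hr, then exposed to compounds (1:260 dilution of DMSO stock) for 48 hours at 37C. After MPER lysis, β-galactosidase reporter activity was read as FDG fluorescence (ex 480/em 540) after 30 minutes.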
p53 reactivator: qHTS assay for re-activators of p53 using a Luc reporter; 320,000 compounds, 0.063% hits; Potency, µM (top dose mostly 92.2 µM), for inactives: at the highest dose activity change, positive = activation, actives largely listed as activators; H1299 p53-A138V BP100-luciferase reporter, luminescence, 24 h; note: potency is the fitted concentration of half-maximal effect; % of control where 0% means no effect; nearly all actives have a fitted effect of over 45% in size
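p53-null H1299 cells stably carrying temperature-sensitive p53-A138V and a BP100-luciferase reporter were pinned with compounds (4-point, 1:5 series) and held 24 hrs at 37 deg C. Luminescence was read 10 min after detection reagent.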
Numbers without * were called inactive; ? = inconclusive; . = not tested or not shown; [ ] = remark or other dose. Unless noted, calls come from the whole dose curve; as a rule, active = well fitted curve in the direction sought with a large enough effect; inconclusive = small, poorly fitted or top-dose-only effect, or another doubt; inactive = no such curve, though single readings can be large; an effect the other way counts as inactive or inconclusive.

SMILES	ASM inhibitor	B2AR arrestin	TSG101-PTAP inh	BRCA1 expr act	Eya2 inh	TRPV1 ag	USP2a inh	uPA surface inh	ELG1 genotoxic	Integrin act MD	p53 reactivator
Cc1ccc(-n2ncc(C#N)c2/N=C/N2CCOCC2)cc1	3%	-0.3%	-3%	-18%	-6%	.	-1%	5%	2%	-14%	-18%
Cc1ccc(C)c(N2CCN(S(=O)(=O)c3ccc4c(c3)NC(=O)CC(=O)N4)CC2)c1	-9%	-0.1%	-2%	13%	-7%	-1	0%	13%	-1%	0%	7%
CC[C@]12c3[nH]c4cc(-c5ccco5)ccc4c3CCN1C(=O)[C@@H](CC(=O)NC/C=C(\C)CCC=C(C)C)C[C@@H]2C(=O)N1CCN(C(=O)C2CC2)CC1	7%	0.0%	-1%	-54%	-5%	.	?	?	-2%	-17%	.
Cc1ccc(C2CC(=O)N3CN(c4ccc(Br)cc4)CSC3=C2C#N)o1 (centres undefined)	2%	-0.7%	3%	2%	4%	-4	-8%	.	9%	-13%	5%
COc1ccc(CCNC(=O)C(=O)c2c(C)n(C)c3ccccc23)cc1OC	3%	0.0%	1%	8%	-8%	-1	4%	-4%	8%	8%	-2%
Cc1ccc(NC(=O)CCNS(=O)(=O)c2ccccc2)cc1S(=O)(=O)N1CCOCC1	0%	-0.4%	-1%	-9%	31%	-4	1%	-2%	4%	4%	-2%
O=C(NC1CCCC1)C(c1ccncc1)N(C(=O)c1csnn1)c1ccccc1 (centres undefined)	2%	0.2%	-1%	13%	-4%	2	-1%	-2%	0%	-10%	2%
CNC(=O)COC(=O)c1cc(=O)[nH]c2ccccc12	21%	-0.8%	-4%	-15%	11%	-1	1%	.	1%	10%	0%
COc1ccccc1C(=O)NCCC(=O)NC1CCCCCC1	-4%	-0.2%	1%	-10%	4%	.	0%	-1%	3%	17%	8%
C=CCn1c(SCc2nc3cc(C(F)(F)F)ccc3c(=O)[nH]2)nc2sc(CC)cc2c1=O	-3%	-0.7%	0%	-6%	6%	2	3%	-2%	-1%	16%	0%
Cc1ccc(C(=O)N/C(=C\c2ccccc2)C(=O)NCCCn2ccnc2)cc1	4%	0.3%	-2%	-11%	1%	-1	0%	-1%	-1%	-19%	0%
N#CC(C#N)=Cc1ccccc1OCc1ccccc1	.	-0.8%	.	.	6%	-5	-14%	.	7%	.	28%
COc1cccc(NS(=O)(=O)c2ccc3[nH]cc(C(=O)N(C)Cc4ccco4)c(=O)c3c2)c1	0%	0.4%	-1%	3%	-1%	1	0%	8%	-5%	-9%	0%
CC(C)(C)c1ccc(S(=O)(=O)Nc2cccnc2)cc1	2%	0.0%	-3%	-33%	-24%	4	1%	.	-4%	14%	-4%
COCCN1CCN(C(=O)c2cc(COc3cncc(Cl)c3)on2)CC1	-1%	-0.1%	3%	-6%	-3%	2	0%	3%	-8%	13%	-3%
CC1CCN(S(=O)(=O)c2ccc3c(c2)oc(=O)n3C)CC1	0%	-0.4%	3%	0%	12%	-2	0%	1%	1%	-5%	-7%
O=C(NNc1c(F)c(F)cc(F)c1F)C1CCN(S(=O)(=O)c2ccccc2F)CC1	-1%	0.4%	-8%	-3%	-17%	.	3%	-14%	0%	-20%	-4%
C/C(CC(=O)Nc1ccc(OCc2ccccc2)cc1)=N\NC(=O)C(=O)Nc1ccc(C)c(Cl)c1	-2%	-0.3%	-10%	-67%	16%	2	4%	-3%	9%	-47%[inhibitor]	-22%
CCN(CC)c1ccc(NC(=O)COC(=O)/C=C/c2nc3ccccc3s2)cc1	-5%	-0.6%	-7%	-10%	0%	0	2%	2%	6%	2%	3%
Cc1nc(C(Cl)(Cl)Cl)nc2[nH]ccc(=O)c12	0%	-0.1%	1%	1%	3%	-4	4%	-10%	-1%	-17%	-2%
CC1(C)Cc2c(ccc3ccccc23)-c2nnc(-c3cccnc3)n21	-2%	-0.6%	-7%	-20%	7%	-2	2%	8%	-4%	19%	2%
Cc1[nH]nc(-c2ccc(O)cc2O)c1Oc1ccccc1	-1%	-0.2%	-12%	-45%	-1%	6	-1%	-11%	-7%	-9%	-11%
CCCSCCCNC(=O)Cn1cc2c(n1)CCC(C)C2 (centres undefined)	4%	-0.1%	-1%	5%	17%	6	1%	-2%	-3%	0%	-3%
COc1ccc(C2CC(=O)c3cnc(NC(=O)c4ccco4)nc3C2)cc1 (centres undefined)	0%	2.2%	-1%	1%	-14%	22	1%	-1%	2%	0%	4%
COC(=O)c1ccc(C(C(=O)NC2CCCCC2)N(C(=O)Cc2cccs2)C2CC2)cc1 (centres undefined)	1%	-0.3%	-1%	-5%[1.84 µM]	-24%	13	3%	2%	-1%	14%	-4%
Next section.
SMILES	ASM inhibitor	B2AR arrestin	TSG101-PTAP inh	BRCA1 expr act	Eya2 inh	TRPV1 ag	USP2a inh	uPA surface inh	ELG1 genotoxic	Integrin act MD	p53 reactivator
CC1=NCCN1S(=O)(=O)c1cc([N+](=O)[O-])ccc1Cl	2%	-0.2%	0%	0%	5%	2	0%	-5%	18%	7%	7%
O=C(COC(=O)C1CC(=O)N(c2ccccc2)C1)c1ccccc1 (centres undefined)	-1%	-0.2%	5%	4%	-2%	10	5%	14%	-7%	0%	-1%
CC(C)(C)C(=O)Nc1ncccc1C(O)c1cccc(C(F)(F)F)c1 (centres undefined)	6%	0.1%	-3%	10%	-10%	9	1%	6%	6%	?	1%
Cc1cc(-c2nnc(CCC(=O)NCc3cccc(C(F)(F)F)c3)o2)no1	3%	0.1%	-4%	3%	13%	4	-2%	6%	9%	-6%	-1%
COc1ccc(CC(=O)N/N=C(\C)c2cccs2)cc1OC	0%	0.1%	-1%	1%	6%	8	0%	3%	-6%	10%	3%
CC(=O)Oc1ccc(/C=C2/CCc3ccccc3C2=O)cc1	-1%	0.4%	-2%	13µM*	-24%	14	2%	-90%	?	-4%	?
Cn1cnc2ccc([N+](=O)[O-])cc2c1=O	8%	-1.0%	0%	3%	2%	2	-1%	1%	-1%	4%	3%
O=C(CSc1cn[nH]n1)Nc1ccccc1F	0%	0.0%	2%	-6%	3%	-2	0%	0%	0%	13%	3%
CCCn1c(C(C)Nc2nc(-c3cc(Cl)c(N)c(Cl)c3)cs2)nc2cc(Cl)c(N3CCCCC3)cc21 (centres undefined)	-1%	?	-1%	-5%	-7%	86*	6%	3%	-2%	3%	.
CC(Cn1nnc2ccccc21)C(=O)O (centres undefined)	-2%	0.4%	0%	-16%	5%	0	-1%	4%	2%	-3%	3%
COc1ccccc1N(CC(O)COc1c(C)cc(C)cc1C)S(=O)(=O)c1ccccc1 (centres undefined)	-7%	0.2%	0%	-62%	-3%	2	2%	-4%	-8%	-27%	5%
NC(=O)C1CCN(C(=O)Cc2ccc(-c3ccccc3)cc2)CC1	6%	-0.1%	-9%	-2%	14%	2	0%	-3%	2%	-18%	1%
O=C(/C=C/c1ccc2c(c1)OCCO2)c1ccc(O)cc1	-4%	-0.8%	0%	56%	6%	.	0%	11%	15%	-51%[inhibitor]	22µM*
Oc1ccc2ccccc2c1/C=N/c1nccs1	0%	-0.4%	-9%	-49%	-5%	3	0%	0%	-4%	-25%	8%
C=CCn1c(Sc2nnc(C)s2)nc2c1c(=O)[nH]c(=O)n2C	0%	-0.2%	-2%	-5%	-4%	-5	-2%	-3%	6%	-21%	0%
CC(=O)Nc1ccc(NC(=O)/C(=C/c2ccco2)NC(=O)c2ccccc2)cc1	0%	-0.1%	-3%	15%	1%	0	5%	-1%	1%	-24%	-2%
CC(C)(C)NC(=O)COC(=O)C1c2ccccc2Oc2ccccc21	0%	-0.7%	-1%	15%	0%	9	2%	-3%	2%	3%	-2%
COc1ccccc1N1CCN(Cc2c[nH]c3ccccc23)CC1	2%	0.0%	1%	-15%	8%	2	7%	-14%	-10%	-39%	-9%
COc1ccccc1OCCCc1c(C)n[nH]c1C	-2%	0.2%	.	-2%	5%[15.4 µM]	0	0%	-3%	-2%	3%	5%
